Screens as filed in PubChem.
hgDAF-12 ag – H. glycines DAF-12 receptor agonists, primary screen, cell-based, luminescence, HEK293, GAL4 fusion, UAS-luciferase | activation, % at 6.8 µM | HEK293 GAL4-hgDAF12 UAS-luciferase reporter, agonist luminescence; normalized to butyrate control | actives 1.8% (n = 370,000) | Nuclear hormone receptor DAF-12 (Heterodera glycines), GAL4 fusion;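 active = activation above a cutoff set at the mean of all screened compounds plus 3 SD, cut at about 10% in these data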;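 also: 0% = DMSO wells and 100% = sodium butyrate wells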
DAX1 inh-1 – DAX1 (NR0B1) inhibitors, primary screen, cell-based, HEK293, Gal4-DAX1, luciferase luminescence; actives 0.99% (n = 340,000); HEK293 Gal4-DAX1 luciferase reporter; Nuclear receptor subfamily 0 group B member 1 (Homo sapiens), P51843; AID 504766, 2011; inhibition, % at 6.75 µM;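 active = inhibition above the mean over all tested compounds plus 3 SD, cut at about 4.2% in these data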;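 also: 0% = DAX1-transfected cells with DMSO and 100% = empty-vector control cells with DMSO; inhibition shows as a rise in luminescence from relieved DAX1 repression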
ssDAF-12 act – S. stercoralis DAF-12 nuclear receptor activators, primary screen, cell-based, luminescence, HEK293, GRIP1 co-expression, lit1-tk-luc; Nuclear hormone receptor DAF-12 (Strongyloides stercoralis); HEK293 ssDAF-12/GRIP1 lit1-tk-luc reporter; % of 3 µM dafachronic acid response; activation, % at 6.8 µM; actives 1% (n = 370,000); AID 652126, 2013;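 active = activation above the mean over all tested compounds plus 3 SD, cut at about 0.9% in these data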;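 also: 0% = DMSO-only wells and 100% = 3 µM delta7-dafachronic acid wells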
SMARCA2 activ – SMARCA2 (BRM) function activators, primary screen, cell-based, luminescence, high throughput. MG213 cells, MMTV-luciferase reporter, dexamethasone, overnight. activation, % at 9.1 µM. actives 1% (n = 370,000). AID 652017, 2013; in the data active = activation above about 7.8%;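 also: 0% = vehicle wells and 100% = reference activator wells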
hcDAF12 agonist – H. contortus DAF-12 nuclear receptor activators, primary screen, cell-based, luminescence, HEK293, lit1-tk-luc reporter | activation, % at 6.8 µM | HEK293 hcDAF-12 lit1-tk-luc reporter; 0% DMSO, 100% Δ7-dafachronic acid | AID 652067, 2013 | actives 1.4% (n = 370,000);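 active = activation above the mean of all tested compounds plus 3 SD, cut at about 5.5% in these data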;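 also: 100% = response to 3 µM Δ7-dafachronic acid high control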
DAX1 inh-2 – DAX1 (NR0B1) inhibitors on StAR promoter, primary screen, cell-based, luminescence, SF-1 (NR5A1), full-length DAX-1; HEK293T StAR-luciferase reporter, SF-1/DAX-1 repression relief; inhibition, % at 6.8 µM; actives 1.1% (n = 370,000); AID 652010, 2013;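 active = inhibition above the mean over all tested compounds plus 3 SD, cut at about 3.6% in these data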;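 also: 0% = DAX-1 cells with DMSO and 100% = cells lacking DAX-1 with DMSO; higher inhibition means more luminescence from relief of DAX-1 repression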
ADAM10 inh – human ADAM10 inhibitors, primary screen, biochemical, QFRET, HTS; Disintegrin and metalloproteinase domain-containing protein 10 (Homo sapiens), O14672; inhibition, % at 7 µM; actives 0.62% (n = 370,000); recombinant ADAM10, EDANS/DABCYL FRET peptide cleavage, 3 h;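 active = inhibition above a per-campaign cutoff equal to the mean of compounds falling between control-based bounds plus 3 SD, cut at about 20% in these data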;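 also: 0% = DMSO wells while the 100% control is not disclosed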
GC-B act – human GC-B receptor activators, primary screen, HEK293 GC-B cells, cGMP TR-FRET, EC30 CNP; Atrial natriuretic peptide receptor 2 (Homo sapiens), P20594; 0% at EC30 CNP, 100% saturating CNP; activation, % at 10 µM; actives 0.11% (n = 370,000); AID 1920062, 2024;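 active = activation at 10 µM reaching about 35% in either raw or pattern-adjusted values, limit read from the data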
sPLA2-III inh – human group III sPLA2 inhibitors, primary screen, biochemical, QFRET, BODIPY PC-A2 liposome substrate; inhibition, % at 12.2 µM; actives 0.56% (n = 370,000); QFRET BODIPY PC-A2 liposome hydrolysis, fluorescence;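 active = inhibition above mean plus 3 SD of compounds lying within the high and low control bounds, cut at about 19% in these data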;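 also: 0% = median of test compound wells and 100% = no enzyme DMSO wells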
NPR1 activator – GC-A stimulated cGMP production enhancers – HEK293 GC-A cells, cGMP TR-FRET, EC30 ANP, primary screen. 0% at EC30 ANP, 100% saturating ANP. Atrial natriuretic peptide receptor 1 (Homo sapiens), P16066. actives 0.14% (n = 370,000). activation, % at 10 µM; in the data active = activation above about 40%
Target sequence (P16066 whole entry, looked up): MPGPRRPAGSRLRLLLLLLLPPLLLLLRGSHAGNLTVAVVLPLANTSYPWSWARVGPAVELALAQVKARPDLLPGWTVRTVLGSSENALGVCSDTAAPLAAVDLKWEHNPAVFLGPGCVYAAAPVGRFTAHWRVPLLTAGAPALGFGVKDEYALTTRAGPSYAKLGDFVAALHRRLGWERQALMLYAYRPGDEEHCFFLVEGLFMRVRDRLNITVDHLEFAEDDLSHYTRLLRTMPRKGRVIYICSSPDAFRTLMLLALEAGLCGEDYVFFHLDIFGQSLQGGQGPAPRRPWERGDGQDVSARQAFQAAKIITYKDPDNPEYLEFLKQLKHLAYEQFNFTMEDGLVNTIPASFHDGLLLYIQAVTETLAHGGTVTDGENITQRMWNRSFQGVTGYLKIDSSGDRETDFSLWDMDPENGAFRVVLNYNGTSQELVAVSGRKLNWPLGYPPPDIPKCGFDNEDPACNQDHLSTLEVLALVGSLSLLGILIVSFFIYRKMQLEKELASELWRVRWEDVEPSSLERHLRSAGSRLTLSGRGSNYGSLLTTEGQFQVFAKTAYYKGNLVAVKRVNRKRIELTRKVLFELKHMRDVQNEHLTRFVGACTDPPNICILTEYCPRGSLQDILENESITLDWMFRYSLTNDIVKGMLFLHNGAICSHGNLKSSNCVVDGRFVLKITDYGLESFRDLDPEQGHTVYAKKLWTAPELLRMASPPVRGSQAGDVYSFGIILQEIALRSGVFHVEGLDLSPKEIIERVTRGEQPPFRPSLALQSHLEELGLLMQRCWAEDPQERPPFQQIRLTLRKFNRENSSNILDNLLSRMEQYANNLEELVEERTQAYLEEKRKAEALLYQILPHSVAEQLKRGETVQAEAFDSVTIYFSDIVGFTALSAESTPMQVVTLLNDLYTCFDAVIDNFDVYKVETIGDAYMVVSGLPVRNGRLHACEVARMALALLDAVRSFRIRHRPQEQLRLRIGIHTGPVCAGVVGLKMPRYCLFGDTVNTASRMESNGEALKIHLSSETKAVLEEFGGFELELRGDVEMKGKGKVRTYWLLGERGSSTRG
FXN GAA850 act – FXN promoter activators, primary screen, cell-based, luciferase luminescence, HEK293 lucGAA850; HEK293 lucGAA850 FXN promoter luciferase reporter, 24 h; percent of 10 µM SAHA response; activation, % at 6 µM; actives 0.56% (n = 360,000);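 active = activation above the average of all compounds screened plus 3 SD, cutoff fixed separately per campaign, cut at about 7.5% in these data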;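 also: 0% = DMSO wells and 100% = 10 µM SAHA wells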
* = called active by the depositor; . = not tested or not shown.

SMILES	hgDAF-12 ag	DAX1 inh-1	ssDAF-12 act	SMARCA2 activ	hcDAF12 agonist	DAX1 inh-2	ADAM10 inh	GC-B act	sPLA2-III inh	NPR1 activator	FXN GAA850 act
CCN(CC)C(=O)CSc1nc2c(sc(=S)n2-c2ccccc2OC)c(=O)n1-c1ccccc1	-1.9	0.4	-1.9	0	-1.6	-0.9	-3	0	-10	-1	-1.4
C#CCOCCOCCOCCNc1nc(N2CCN(C(=O)[C@H](C(C)C)n3cc(CCO)nn3)CC2)nc(N2CCN(C(=O)[C@H](C)n3cc(CCCN=C(N)N)nn3)CC2)n1	0.7	-0.5	-1.2	2	-0.1	-0.3	-2	-2	1	0	-1.7
Cc1ccc(OCCC(=O)OCC(=O)N2c3ccccc3CC2C)cc1 (configuration not stated)	0.0	-0.5	-0.8	-4	0.4	-0.7	17	9	-4	2	1.0
COc1cc(N)c(Cl)cc1C(=O)OCC(=O)NC(=O)NCc1ccco1	-1.9	-1.1	-0.9	-3	-0.7	-0.5	-4	1	-6	0	2.0
CCN(CC)C(=O)c1ccc2c(c1)NC(=O)C(C)(C)O2	1.5	.	-1.2	-2	-2.6	0.9	-11	-7	8	4	.
CCn1c(CCNC(=O)c2cccs2)nnc1SCC(=O)Nc1ccc(Cl)cc1	2.3	-1.1	-1.4	0	0.8	-0.5	-2	2	-5	4	-2.0
CCC(=O)NC(C)c1cc(Cl)c2cccnc2c1O (configuration not stated)	-4.0	0.3	-1.5	1	-1.5	-0.8	1	3	-9	2	-2.9
O=C(NCCc1nnc2ccc(NCC3CCCO3)nn12)c1ccccc1 (configuration not stated)	-2.0	0.7	-1.3	-1	-2.0	1.2	1	-1	3	-1	0.5
CC(C)(C)c1ccc(C#C[C@@H]2C=C[C@@H](O)[C@@H](CO)O2)cc1	0.2	.	-1.1	-5	-0.9	1.4	-1	7	20*	1	.
O=C1CC(C(=O)Nc2cccc(Cl)c2)n2ncnc2N1 (configuration not stated)	-2.1	0.0	-1.4	1	-0.9	0.3	-2	-1	1	0	-0.7
CCOc1ccc(NC(=O)CN(C)C(=O)C2COc3ccccc3O2)cc1OCC (configuration not stated)	-3.8	-0.5	-1.7	-3	-1.3	0.1	-10	2	-7	-5	-0.8
COc1ccccc1CNCC(=O)Nc1ccc(C#N)cc1	-0.1	1.0	-1.2	1	-0.1	0.3	2	-2	11	1	3.9
O=C(/C=C/C(=O)N1CCc2ccccc2C1)N1CCc2ccccc2C1	2.1	-1.1	-0.5	2	0.0	-0.5	-1	-5	-5	-1	1.7
O=C(Nc1cccc2ccccc12)C1CCN(C(=O)Cc2ccccc2)CC1	1.9	1.3	-1.0	-1	2.6	0.1	7	-2	-8	1	-3.8
CCOC(=O)c1ccc(N2C(=O)CC(C(=O)OC)=C2C)cc1	0.2	1.0	-1.3	0	0.6	-0.3	9	0	-46	-3	-0.2
CC(C)c1cccc(C(C)C)c1NC(=S)Nc1cccc(Cl)c1	1.6	5.7*	-1.1	-1	-1.0	-0.3	-7	3	3	-3	-0.1
Cc1cccc(C=Nc2ccc3c4c(cccc24)CC3)c1O	1.2	0.0	-0.9	1	0.5	-0.3	-4	-2	-16	-4	3.2
O=[N+]([O-])c1ccc(N2CCOCC2)c([N+](=O)[O-])c1	-1.9	1.4	-1.5	-1	0.1	-2.3	-3	-1	5	-4	0.7
O=C(Nc1ccc(Cl)cc1)c1csc(-c2ccncc2)n1	0.3	-0.4	-1.1	0	-0.5	-0.4	0	-9	-9	-7	2.3
CC(NS(=O)(=O)c1ccc2c(c1)oc(=O)n2C)c1ccccc1 (configuration not stated)	1.0	-0.9	-0.1	4	1.4	-0.8	-2	0	1	2	1.0
CN(C)CCCNC(=O)c1cc(C(=O)C2CCCCC2)c[nH]1	-1.6	0.6	-0.7	-5	-1.7	0.1	-3	2	5	0	0.5
COc1ccc(Cn2c(SCc3cc(C)ccc3C)nc3cc(OC)c(OC)cc3c2=N)cc1	0.3	0.3	-1.5	-3	-0.5	-0.3	-3	18	-11	4	-2.7
CCN1C(=O)N(C)[C@@H](c2ccccc2)C(C(=O)OC)=C1C	-0.6	0.3	-1.4	1	0.5	-0.2	-5	1	10	1	0.5
O=C(Nc1ccc(F)cc1)OCc1cn(Cc2c(F)cccc2F)nn1	2.2	.	-1.1	-2	0.3	-1.3	3	5	-10	-1	.
CCN(CC)CCOc1ccc2c(c1)C(=NO)c1cc(OCCN(CC)CC)ccc1-2	9.4	2.7	-0.8	23*	2.6	2.3	4	-4	-10	-5	1.1
CCN1C=C(Cc2cccs2)C2=C(C1)C(c1cccs1)C(C#N)=C(N)O2 (configuration not stated)	-2.4	-1.6	-1.5	-4	-0.2	-0.1	-16	-10	-7	-5	-3.8
S=c1sc(SCCOc2ccccc2)nn1-c1ccccc1	1.6	1.1	-1.0	-3	-1.7	-0.2	4	0	-4	-2	2.1
CCNc1nc(NCC)nc(N/N=C/c2cc(OC)c(OC)c(OC)c2)n1	0.7	1.0	-1.1	-3	-2.2	-0.8	3	-3	2	1	-0.2
CCC(=O)NCCc1nc2cc(NC(=O)COc3ccccc3)ccc2n1C	2.2	2.4	-0.3	1	2.1	0.4	-10	1	3	2	4.7
Cc1cc(CNC(=O)COC(=O)c2ccc(Cl)c(N)c2)cc(C)c1O	1.6	1.6	-0.6	4	0.3	2.9	-20	0	-4	-1	2.0
CCOc1ccc(CNC(=O)CCCOc2cc(=O)n(C)c3ccccc23)cc1	-0.6	0.9	-0.4	-1	-0.7	-0.1	8	-5	-1	-8	0.3
CCN(CC)C(=O)Oc1c(Cl)cc(Cl)c2cccnc12	-2.9	-0.1	-0.8	1	-0.7	0.3	-5	-5	-1	1	0.0
CN(C)Cc1ncccc1Oc1nc2cc(-c3cccc(Cl)c3)sc2c(=O)n1C	3.4	.	-1.6	-3	-2.0	0.2	-28	-2	-10	9	1.1
COc1ccc(NC(=O)c2cc(C)no2)cc1Cl	1.4	-0.1	-0.8	-2	0.2	0.0	-3	0	0	3	0.5
O=C(O)C1OC2OC3(CCCCC3)OC2C2OC3(CCCCC3)OC12 (configuration not stated)	0.0	-0.4	-1.5	-2	0.4	-0.2	3	1	0	-1	2.3
Cc1cccc(NC(=O)c2nc[nH]c2C(=O)N2CCN(c3ccccc3)CC2)c1	0.0	0.4	-1.4	1	0.4	0.2	-1	-2	-4	-2	0.5
CCOc1ccc(C(=O)NCC(=O)OCC(=O)N2CCC(C)CC2)cc1	-1.4	2.2	-0.4	4	0.8	0.1	4	3	4	2	3.0
Cc1ccc(S(=O)(=O)N2CCN(C(=O)c3ccccc3)C2)cc1[N+](=O)[O-]	-1.0	-0.7	0.0	-3	-2.3	-0.8	-5	0	12	-2	-0.2
C=C1C(=O)O[C@H]2C[C@H]1[C@@H](OC(C)=O)C/C(C)=C/CC/C(C)=C\CC[C@]2(C)O	-10	-5.9	-2.3	-13	-4.9	-7.3	-5	6	-2	2	-7.0
CCC1=C(OC(=O)N(CC)CC)N2C(=O)OC(=NCC(=O)OC)[C@]2(C)[C@H]2C1=CC[C@H]1C(=O)N(CC(=O)OC)C(=O)[C@H]12	-1.1	-0.2	-1.5	-1	0.7	-0.5	5	2	11	4	-0.6
COC(CNC(=O)c1cc(Sc2nnc(C)s2)nc2ccccc12)OC	-1.8	0.9	-0.9	-1	0.8	-0.3	-13	4	-4	0	0.2
CCCCNS(=O)(=O)c1ccc(Br)cc1N1CCC[C@H]1CO	-2.8	-0.4	-1.2	-3	-0.7	-0.6	-1	-9	-18	-11	-0.8
CCN(CC)S(=O)(=O)c1ccc(S(=O)(=O)N2CCCC2C(=O)O)cc1 (configuration not stated)	-1.4	0.9	-1.4	0	-0.9	-0.3	4	9	-2	1	0.3
Cc1ccc(N2CCN(c3ccc(C)cc3)C(CC(=O)O)C2=O)cc1 (configuration not stated)	0.8	-1.5	-1.2	2	1.9	0.2	-13	-2	0	6	0.4
CCC(=O)Nc1sc(C(=O)OC)c(C)c1C(=O)OC	1.1	-0.7	-1.5	2	-0.3	-0.1	2	0	-9	2	0.2
Fc1cc(F)c2nc(N3CCOCC3)sc2c1	12*	0.7	-0.4	5	3.0	0.1	2	2	-4	4	3.3
Cc1cnc(C(=O)OCC(=O)Nc2ccccc2[N+](=O)[O-])cn1	2.4	-0.9	0.5	2	2.7	1.7	10	-3	-1	-3	0.0
Cn1c(SCC(=O)NCc2cccs2)nnc1-c1ccc(O)cc1	4.2	-0.3	-1.2	-4	-0.6	0.4	3	5	6	4	-1.1
COc1cc(/C=N/NC(=O)c2cccc([N+](=O)[O-])c2)ccc1OC(=O)c1ccco1	1.0	-0.7	-1.2	-3	0.1	0.2	2	3	1	2	4.5
Cc1cccc(C(=O)N2CCN(c3ccc(C(F)(F)F)cn3)CC2)c1C	-4.1	-1.6	-1.6	-2	-3.1	-2.2	-11	7	-10	2	-0.5

Structural class, those above containing a cyano group
SMILES	hgDAF-12 ag	DAX1 inh-1	ssDAF-12 act	SMARCA2 activ	hcDAF12 agonist	DAX1 inh-2	ADAM10 inh	GC-B act	sPLA2-III inh	NPR1 activator	FXN GAA850 act
COc1ccccc1CNCC(=O)Nc1ccc(C#N)cc1	-0.1	1.0	-1.2	1	-0.1	0.3	2	-2	11	1	3.9
CCN1C=C(Cc2cccs2)C2=C(C1)C(c1cccs1)C(C#N)=C(N)O2 (configuration not stated)	-2.4	-1.6	-1.5	-4	-0.2	-0.1	-16	-10	-7	-5	-3.8

The list continues.
SMILES	hgDAF-12 ag	DAX1 inh-1	ssDAF-12 act	SMARCA2 activ	hcDAF12 agonist	DAX1 inh-2	ADAM10 inh	GC-B act	sPLA2-III inh	NPR1 activator	FXN GAA850 act
CN(Cc1ccccc1)C(=O)N1CCOCC1	-0.2	1.1	-0.9	-3	1.6	0.1	2	2	8	0	-0.3
CCOC(=O)c1ccc(NC(=O)CCc2nc(-c3ccccc3Cl)no2)cc1	-0.4	-1.6	-1.8	-4	-2.0	-0.6	18	-7	-39	3	-2.0
CCOC(=O)N(C)[C@H]1C[C@H]2c3[nH]c4c(-c5ccccc5)cccc4c3CCN2C(=O)[C@H]1[C@H](C)O	0.4	.	-0.9	-2	-1.4	0.0	-64	-1	-54	-5	.
c1ccc(Cc2nnc(-c3ccccc3)o2)cc1	14*	4.0	0.3	3	1.8	-0.2	-4	0	2	-13	2.7
CC(C)Oc1ccc(Cc2c(O)nc(NCCCN(C)C)[nH]c2=O)cc1	-0.5	0.4	-1.0	-2	-1.4	-0.5	-6	-6	1	0	-0.1
